NIH3T3 tox: kills NIH 3T3 cells; Potency, µM (series often up to 96.7 µM), inactives show at the top dose activity change, negative = cytotoxicity, hits mostly inhibitors; NIH 3T3 viability, CellTiter-Glo ATP luminescence, 48-72 h; 94,000 compounds, 4.3% hits; AID 1345082; also: potency is read from the fitted curve at half-maximal effect; nearly all actives have a fitted effect of over 55% in size
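Viability of NIH 3T3 cells after 48 or 72 hr compound treatment at 37 °C was assessed by CellTiter-Glo, with luminescence imaged following a 10 min room-temperature step.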
HEK cytotox: HEK 293 cell cytotoxicity; HEK 293 viability, ATP luminescence (CellTiter-Glo), 48-72 h; Potency, µM (highest dose often 115 µM), without a hit: at the highest dose activity change, negative = cytotoxicity, usual class: inhibitors; 94,000 compounds, 6.6% hits; AID 1345083; also: potency is read from the fitted curve at half-maximal effect; nearly all actives have a fitted effect of over 60% in size
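250 HEK 293 cells/well; compound by pintool; incubated 48 or 72 hr at 37 degree Celsius; CellTiter-Glo added, 10 min RT, luminescence imaged.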
IP6K1 inh: blocks human inositol hexakisphosphate kinase 1; Q92551; IP6K1 kinase, ADP-Glo luminescence, 2 h; hits give low values; activity change, % (series mostly up to about 58 µM); 140,000 compounds, 0.81% hits; AID 1645851; in the data active = activity change below about -25%
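ADP-Glo luminescence measures ADP made by human IP6K1 during a 2 h RT reaction with ATP/IP6 (mix at 1.3 mM/130 uM); top library doses 57.5 and 19.1 uM final.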
GPT2 inh: blocks human glutamate pyruvate transaminase 2; Q8TD30; Recombinant GPT2, coupled pyruvate oxidase/HRP Amplex Red fluorescence; Potency, µM (series often up to 57.7 µM), without a hit: at the top dose activity change, negative = inhibition, most hits filed as inhibitors; 100,000 compounds, 0.25% hits; AID 1671188; also: potency is read from the fitted curve at half-maximal effect; nearly all actives have a fitted effect of over 60% in size; many of its hits are not listed in these tables
Target sequence (Q8TD30 whole entry, looked up): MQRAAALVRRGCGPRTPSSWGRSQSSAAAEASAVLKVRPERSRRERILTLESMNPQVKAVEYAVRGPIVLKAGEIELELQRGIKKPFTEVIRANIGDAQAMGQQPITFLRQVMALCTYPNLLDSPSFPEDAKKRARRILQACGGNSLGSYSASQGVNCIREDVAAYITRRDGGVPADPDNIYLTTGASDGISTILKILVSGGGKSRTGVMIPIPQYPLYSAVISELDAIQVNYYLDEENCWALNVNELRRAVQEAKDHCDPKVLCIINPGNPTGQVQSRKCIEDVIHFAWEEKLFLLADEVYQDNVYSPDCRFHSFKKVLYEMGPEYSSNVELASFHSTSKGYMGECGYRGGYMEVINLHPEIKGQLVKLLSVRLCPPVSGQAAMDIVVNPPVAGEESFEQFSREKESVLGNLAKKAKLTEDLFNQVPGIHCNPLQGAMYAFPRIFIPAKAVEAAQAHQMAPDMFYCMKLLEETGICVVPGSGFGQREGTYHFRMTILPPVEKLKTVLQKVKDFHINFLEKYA
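Inhibition is scored from Amplex Red fluorescence generated when pyruvate oxidase and HRP act on pyruvate released by GPT2. Reactions contain 10ng/uL enzyme, 250uM a-KG and 2mM L-alanine and run 30 min at room temperature.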
SNCA expr inhib: SNCA gene expression inhibition | HEK-293 SNCA-luciferase knock-in, luminescence, 24 h | Potency, µM (series often up to 57.2 µM), inactives show at the top dose activity change, negative = inhibition, most hits filed as inhibitors | 140,000 compounds, 0.17% hits | AID 1671194;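 also: potency is read from the fitted curve at half-maximal effect; plate controls were DMSO cells for no effect and cell-free wells for full effect; nearly all actives have a fitted effect of over 45% in size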
Luciferase inh: inhibitors of firefly (Photinus pyralis) luciferase | purified P. pyralis luciferase, luminescence, biochemical | Potency, µM (titrated, usually from 115 µM), without a hit: top-dose activity change, negative = inhibition, hits mostly inhibitors | 76,000 compounds, 2.5% hits; also: potency is read from the fitted curve at half-maximal effect; nearly all actives have a fitted effect of over 65% in size
Target sequence (P08659 whole entry, looked up): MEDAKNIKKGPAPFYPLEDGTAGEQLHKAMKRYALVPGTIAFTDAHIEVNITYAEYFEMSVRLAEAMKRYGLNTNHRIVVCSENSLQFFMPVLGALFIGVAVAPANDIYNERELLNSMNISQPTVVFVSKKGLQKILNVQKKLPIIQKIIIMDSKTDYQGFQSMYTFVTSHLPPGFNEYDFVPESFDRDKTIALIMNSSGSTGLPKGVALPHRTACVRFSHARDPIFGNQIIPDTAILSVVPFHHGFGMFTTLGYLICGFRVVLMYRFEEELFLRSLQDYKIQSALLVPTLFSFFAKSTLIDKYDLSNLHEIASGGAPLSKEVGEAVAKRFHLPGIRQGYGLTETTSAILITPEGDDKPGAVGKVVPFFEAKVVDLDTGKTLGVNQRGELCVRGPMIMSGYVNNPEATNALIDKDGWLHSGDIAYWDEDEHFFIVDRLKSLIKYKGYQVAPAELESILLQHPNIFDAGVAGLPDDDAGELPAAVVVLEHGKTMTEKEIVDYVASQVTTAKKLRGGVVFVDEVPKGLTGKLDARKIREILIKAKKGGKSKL
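Luminescence read by CCD imager after adding enzyme (10nM final) to wells holding compound, titrated in qHTS. Substrates 10uM each D-luciferin and ATP; buffer 50mM Tris acetate pH 7.5, 10mM Mg acetate, Tween-20, BSA.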
HEK293 viab: counter-screen for SNCA expression inhibitors: cell viability; 150,000 compounds, 0.12% hits; HEK-293-SNCA-luc viability, GF-AFC fluorescence, 24 h; Potency, µM (top dose mostly 57.1 µM), for the others: at the top dose activity change, negative = cytotoxicity, actives largely listed as cytotoxic;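 also: potency is read from the fitted curve at half-maximal effect; 0% = DMSO-treated cells and -100% = medium-only wells without cells; nearly all actives have a fitted effect of over 30% in size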
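HEK-293-SNCA-luc cells (1500/well) plated 24 h, then exposed 24 h to a dilution series; GF-AFC added 30 min at 37C, fluorescence 405/540 nm; normalised to medium-only and DMSO wells, Hill fit.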
Active calls of the source: *; i = inactive; ? = inconclusive; . = not tested or not shown; [ ] = dose if it differs, or a comment. Unless noted, calls follow the shape of the dose curve; as a rule, active = well fitted curve in the direction sought with a large enough effect; inconclusive = small, poorly fitted or top-dose-only effect, or another doubt; inactive = no such curve, though single readings can be large; an effect the other way counts as inactive or inconclusive. Unless noted, % is scaled to controls: 0 for no effect and ±100 for the full control effect. Only part of the results is shown; count on the stated rates, not on these rows.

SMILES	NIH3T3 tox	HEK cytotox	IP6K1 inh	GPT2 inh	SNCA expr inhib	Luciferase inh	HEK293 viab
COc1cc(CNc2nc(-c3c(C)noc3C)cc3cc(C)oc23)cc(OC)c1	25µM*	?	10	-6%[88.5 µM]	-29%[87.6 µM]	7%[172 µM]	?
CCN(CC)C(=O)Cn1nnc2sc(-c3ccccc3)cc2c1=O	.	.	12	.	79%[activator]	.	-3%
Cc1ccsc1C(=O)NC1CCCN(c2cc(N(C)C)ncn2)C1 (centres undefined)	-10%	-6%	7	i	-12%	6%	-7%
COc1ccccc1CC(=O)Nc1ccc2nc(N3CCC(C)CC3)cc(C)c2c1	.	.	6	.	12%	.	-2%
COc1ccc(-n2c(=O)c3c(c4cc(OC)ccc4n3C)n(CC(=O)NCC3CCCO3)c2=O)cc1 (centres undefined)	.	.	36	.	28%	.	7%
CN(C)C(=O)c1cn2cc(-c3ccccc3)sc2n1	?	?	-11	i	-82%[87.6 µM]	.	6%[87.6 µM]
O=C(NC[C@H]1OC[C@@H](NCc2ncc[nH]2)[C@@H]1O)c1cccs1	-14%[174 µM]	-6%[172 µM]	3	1%[88.5 µM]	6%[87.6 µM]	?	-2%[87.6 µM]
CC(CCc1ccccc1)NC(=O)Cn1cccc1-c1nc(-c2ccccc2)no1 (centres undefined)	-9%	-16%	-6	-12%	-13%	-5%	-13%
C[S+](=O)([O-])N1CCN(CCCn2nc3n(c2=O)CCCC3)CC1	-7%[138 µM]	i	-12	.	.	.	.
Cc1nn2c(c1-c1ccccc1C(C)C)N(C(=O)c1cccc(N(C)C)c1)CCC2	?	?	21	-3%[88.5 µM]	-17%[87.6 µM]	1%[172 µM]	-19%[87.6 µM]
Cc1noc(-c2ccn3c(CNC(=O)c4cc(Cl)ccc4F)nnc3c2)n1	i	0%	7	i	6%	1%	11%
Cc1noc(C)c1-c1cc2c(c(-c3cccc(O)c3)c1)C(=O)N(C)C2	-51%[138 µM]	?	7	-3%[88.5 µM]	35%[activator][87.6 µM]	-11%[172 µM]	-3%[87.6 µM]
CN1CCC(Oc2ccc(C(N)=O)cn2)CC1	0%	1%	12	i	6%	-4%	-3%
CCS(=O)(=O)N1CC(F)(F)C[C@H]1c1nc(-c2cccnc2)no1	-18%	-27%	29	i	17%	2%	2%
COc1ccc2c(c1)CN(Cc1ccccc1)C(=O)CCN2C[C@@H](O)COCc1ccccc1	?	?	15	.	.	.	.
C=CC1(C)CC(O)C2(CCC3C(C)(C(=O)O)CCCC3(C)C2=O)C1 (centres undefined)	.	.	8	?	.	.	0%
Cc1cc(=O)oc2cc(OCC(=O)Nc3ccc(O)c(C(=O)O)c3)ccc12	.	.	-3	.	-10%	.	-2%
O=C(CSc1nccn1Cc1ccc2c(c1)OCO2)Nc1ccccc1F	.	.	16	.	22%	.	10%
COc1ccc(-c2cccc(C(=O)N3CCC(NC(=O)c4ccc(Cl)nc4)CC3)c2)nn1	-9%	?	1	.	.	.	.
Cc1ccc(C)c(N2CCN(C(=O)c3ccc4[nH]c(C)c(C)c4c3)CC2)c1	.	.	-12	.	?	.	-23%
CCN(c1ccccc1)S(=O)(=O)c1nnc(NC(=O)c2ccccc2)s1	.	.	-14	.	12%	.	0%
CNc1ccc(-c2nc(-c3ccccn3)no2)cc1[N+](=O)[O-]	.	.	-9	.	?	.	11%
CN1CC(=O)N(C2CNC2)Cc2c1ncnc2N1CCCCC1	3%	i	-4	i	-14%	.	-1%
COc1cccc(C(=O)N2CCC(C(NC(=O)c3ccc(F)cc3)C(=O)NCC(C)C)CC2)c1 (centres undefined)	-20%	-6%	-14	i	-16%	4%	8%
COc1ccc(F)cc1-c1ccc(CN2CCC(NC(=O)NC3CCCC3)C2)cc1 (centres undefined)	13µM*	20µM*	8	.	.	.	.
COc1ccc(-c2nc(C(C)C)nc3c2CCN([S+](=O)([O-])c2cccs2)CC3)cc1	?	?	15	4%	-26%	-1%	-10%
O=C(CCCCn1c(=O)c2ccccc2n(Cc2ccc(F)cc2Cl)c1=O)NCCc1ccc(Cl)cc1	.	.	26	.	58%[activator]	.	8%
CC(=O)Nc1ccc(CN(C)Cc2cccc(C(F)(F)F)c2)cc1	-26%	?	-12	-8%	-11%	.	3%
COc1ccc(C(=O)N2CCC(c3noc(COc4ccc(F)cc4)n3)CC2)cn1	?	?	-7	-8%	-26%	-3%	-10%
Cc1ccc(Cc2nc3ccccc3nc2SCC(=O)N2CCN(c3ccccc3)CC2)cc1	.	.	-14	.	-10%	.	-2%

Two of the compounds above, bar-delimited:
Compound | NIH3T3 tox | HEK cytotox | IP6K1 inh | GPT2 inh | SNCA expr inhib | Luciferase inh | HEK293 viab
C=CC1(C)CC(O)C2(CCC3C(C)(C(=O)O)CCCC3(C)C2=O)C1 (centres undefined) | . | . | 8 | ? | . | . | 0%
Cc1cc(=O)oc2cc(OCC(=O)Nc3ccc(O)c(C(=O)O)c3)ccc12 | . | . | -3 | . | -10% | . | -2%

Next section:
SMILES	NIH3T3 tox	HEK cytotox	IP6K1 inh	GPT2 inh	SNCA expr inhib	Luciferase inh	HEK293 viab
COCCN1CCCC2(CCN(C(=O)c3ncoc3C3CC3)C2)C1=O (centres undefined)	-15%	-16%	5	i	-8%	7%	5%
CN1CCN(Cc2nnc(C3CCN(Cc4cccnc4N)CC3)n2C)CC1	-4%	-10%	13	2%[11.5 µM]	-2%	-5%	3%
CCOC(=O)CCNC(=O)c1ccc2c(c1)N(CC)C1CCCCCN1C2=O (centres undefined)	-12%	-10%	13	-8%	?	1%	26%[12.5 µM]
O=C(Nc1ccc2c(N3CCOCC3)ncnc2c1)c1ccc(F)c(Cl)c1	35µM*	?	-1	1%	?	-18%	-16%
COCCN1C(=O)CCC2(C(=O)NCCCN3CCCC3)CCCC=C12 (centres undefined)	-10%	-2%	9	1%	-16%	-4%	4%
O=c1c2cc3c(nc2ncn1Cc1ccccc1F)CCCC3	.	.	22	.	90%[activator]	.	3%
Cn1cc(S(=O)(=O)N2CCCCC2)cc1C(=O)N1CCN(c2ccc(F)cc2)CC1	.	.	17	.	6%	.	-16%
Cn1ncc2c(C(=O)NCc3ccccc3Cl)cc(-c3cccc(C(F)(F)F)c3)nc21	-17%	2%	11	1%	-7%	.	2%
Cc1cc(CS(=O)(=O)c2ccccc2)cc(OCc2ccc(CN3CCC[C@H]3CO)cc2)c1	.	.	.	?	57%[activator]	.	-24%
O=C(N[C@@H]1CCOC[C@H]1OCC1CCC1)c1ccc(-n2cnnc2)cc1	0%	3%	3	i	10%	0%	3%
O=C(NCCc1ccccc1)c1ccc2nnc(-c3cc[nH]c3)n2c1	?	?	8	i	-3%	.	-12%
CCC(=O)N1CCc2sc(C(=O)N3CCN(c4cccc(Cl)c4)CC3)cc2C1	?	?	-9	4%	-11%	40%	-16%
Cn1cc(C2=C(c3coc4ccccc34)C(=O)NC2=O)c2cc(Br)ccc21	.	.	13	-7%	.	.	5%
COc1ccc(NC(=O)c2sc3nc4n(c(=O)c3c2C)CCC4)cc1Cl	.	.	1	.	30%	.	-5%
COc1ccc(C(=O)NCC2Cn3cccc3C(=O)N2CC(C)C)cn1 (centres undefined)	-19%	-3%	-6	-1%	3%	-5%	-2%
CCC1=C(C(=O)OC)C(c2ccccc2)N2C(CC(=O)N3CCC(C)CC3)=CSC2=N1 (centres undefined)	?	?	-2	1%	1%	-4%	-21%
COC(=O)C1=CN(CC(=O)Nc2ccccc2)S(=O)(=O)N=C1C	i	4%	3	2%	16%	9%	0%
O=Cc1ccc(-c2cccc(Cl)c2)cc1	-27%[138 µM]	0%[172 µM]	-14	i	-9%[87.6 µM]	.	5%[87.6 µM]
CCCS(=O)(=O)N1CCC(Oc2ccc(-c3noc(CC)n3)cc2)C1 (centres undefined)	-23%	?	3	i	115%[activator]	-21%	5%
O=C(NCc1ccccc1)c1cc2ccc3cccnc3c2[nH]1	.	.	-6	.	84%[activator]	.	5%
C[S+](=O)([O-])CCn1ncc2cc(OCc3cccc(-c4ccc(Cl)cc4)c3)ccc21	?	?	10	?	2%[87.6 µM]	-2%[172 µM]	-12%[87.6 µM]
CCOC(=O)c1ccc(NC(=O)CSc2nc3cc4ccccc4cc3[nH]2)cc1	.	.	-26*	.	-2%	.	-6%
OCCC1CN(c2ccc(-c3nc(CCCc4ccccc4)no3)cn2)CCO1 (centres undefined)	?	50µM*	24	-14%[11.5 µM]	26%	-11%	-15%
Cc1ccccc1N1CCN(c2ncccc2CNC(C)Cn2cncn2)CC1 (centres undefined)	-22%	?	-3	i	-2%	1%	-5%
CCOC(=O)c1c(C)[nH]c(C)c1S(=O)(=O)N(C)CC(=O)Nc1cc(Cl)ccc1OC	.	.	-28*	.	-10%	.	-11%
O=C(O)CCCNC(=O)Cn1nc2c(cc1=O)CCCCC2	i	20%	3	-2%	-14%	-9%	-2%
CCc1nncn1C1CCN(C(=O)c2nn(C)c3ccccc23)C1 (centres undefined)	i	-1%	1	-6%	-3%	4%	-1%
Clc1cccc(-n2ncc3c(N4CCCCC4)ncnc32)c1	.	.	37	.	?	.	5%
CCc1ccc2c(c1)c(=O)c(S(=O)(=O)c1ccc(F)cc1)cn2CC(=O)Nc1ccc(C)cc1C	.	.	-4	.	-1%	.	9%
CN1[C@@H](CCC(=O)N2CCCC2)CNC(=O)[C@@H]2[C@H]1CCN2Cc1nc2ccccc2n1C	i	3%	-10	-10%	-3%	6%	8%
CCCS(=O)(=O)N1CC(=O)N(c2ccc(C)cc2)C(C)(C(=O)NC2CCCCCC2)C1 (centres undefined)	.	.	7	.	-19%	.	-20%
CC1CCN(C(=O)CSc2nc3c([nH]c4ccccc43)c(=O)n2-c2ccccc2)CC1	.	.	55	.	43%[activator]	.	4%
CCCCOc1ccc(S(=O)(=O)n2c(C)nc3ccccc32)cc1	.	.	-11	-14%[27.3 µM]	.	.	14%[23.9 µM]
O=C(c1ccco1)N1CCCCC1c1nc(CCOCC2CC2)no1 (centres undefined)	-17%	-1%	32	i	9%	-5%	3%
COc1ccc(NC(=O)C2CCN(S(=O)(=O)c3c(C)noc3/C=C/c3ccc(C)cc3)CC2)cc1Cl	.	.	5	.	1%	.	12%
Cc1cc(NC(=O)Cn2c(=O)nc(-c3ccccc3F)c3cc(Cl)ccc32)ccc1Br	.	.	-25*	.	17%	.	4%
O=C(CCC1N=C2c3ccccc3N=C(SCc3cccc(F)c3)N2C1=O)NCc1ccc(F)cc1 (centres undefined)	.	.	-12	.	6%	.	2%

In the list so far, these contain a COOH group:
SMILES	NIH3T3 tox	HEK cytotox	IP6K1 inh	GPT2 inh	SNCA expr inhib	Luciferase inh	HEK293 viab
C=CC1(C)CC(O)C2(CCC3C(C)(C(=O)O)CCCC3(C)C2=O)C1 (centres undefined)	.	.	8	?	.	.	0%
Cc1cc(=O)oc2cc(OCC(=O)Nc3ccc(O)c(C(=O)O)c3)ccc12	.	.	-3	.	-10%	.	-2%
O=C(O)CCCNC(=O)Cn1nc2c(cc1=O)CCCCC2	i	20%	3	-2%	-14%	-9%	-2%

Screens: PubChem BioAssay, National Center for Advancing Translational Sciences (NCATS)
